# High-throughput results as filed in PubChem BioAssay.
# Rac1 mut GTP: human Rac1 activated mutant GTP binding change; GST-Rac1 activated beads, fluorescent GTP binding, flow cytometry; actives lie on both sides; 100% means binding = to untreated wells; percent activity (GTP binding), % at 10 µM; AID 764; actives 0.11% (n = 190,000); P63000;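 active means GTP binding at least 20 percentage points away from the 100% baseline, in either direction, so actives lie on both sides; inconclusive means Compound likely fluorescent itself, or too few beads counted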
# GSH bead fluor: compound fluoresces at 488/530 nm on GSH beads | GSH beads flow cytometry, compound fluorescence 488/530 nm; active compounds read high | fluorescence (KMESF) at 10 µM | actives 0.25% (n = 190,000) | AID 1776; in the data active means fluorescence above about 89;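 further: glutathione beads carrying GST-tagged Bcl family fusion proteins plus one bare bead set; values are compound well signal with DMSO vehicle wells as background; inactives centre near 16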
# Rac1 wt modul: alters GTP binding to wildtype human Rac1. AID 757. GTP binding activity (% of control), % at 10 µM. actives 0.27% (n = 190,000). GST-Rac1 beads, fluorescent GTP binding, flow cytometry; actives lie on both sides; 0 = cold GTP competed, 100 = untreated. P63000;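 active means GTP binding activity at least 20 points away from the 100% control level, either lower or higher; inconclusive means compound flagged as likely green fluorescent, judged across all proteins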
# Mcl1-Bid inh: Mcl-1/Bid interaction inhibition. AID 1021. inhibition, % at 21.7 µM. actives 0.97% (n = 220,000). TR-FRET Mcl-1/Bid-Dy647 peptide binding, 1536-well;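 active means compounds that cut the binding signal by more than half at the single screening dose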;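 further: His-tagged Mcl-1 with europium anti-His antibody binding Bid BH3 peptide; 0% = Mcl-1 plus peptide wells and 100% = peptide-only wells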
# Target sequence (Q07820 whole entry, looked up): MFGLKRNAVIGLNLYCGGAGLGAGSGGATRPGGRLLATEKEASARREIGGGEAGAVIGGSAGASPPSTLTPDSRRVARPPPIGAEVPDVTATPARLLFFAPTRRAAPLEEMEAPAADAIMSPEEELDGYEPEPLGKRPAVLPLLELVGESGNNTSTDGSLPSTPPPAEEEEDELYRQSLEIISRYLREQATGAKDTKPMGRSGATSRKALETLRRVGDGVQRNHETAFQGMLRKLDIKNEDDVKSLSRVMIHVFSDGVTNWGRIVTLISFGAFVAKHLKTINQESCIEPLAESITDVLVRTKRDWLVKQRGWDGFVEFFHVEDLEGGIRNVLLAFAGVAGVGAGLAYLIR
# Avidin bead fluor: compound fluoresces at 488/530 nm on avidin beads; AID 1775; compound fluorescence 488/530 nm, flow cytometry; active compounds read high; fluorescence (KMESF) at 10 µM; actives 0.38% (n = 220,000); in the data active means fluorescence above about 47; further: inactives centre near 10
# HRas wt GTP bind: human HRas wildtype GTP binding, change in either direction. GTP binding activity, % at 10 µM. AID 759. GST-Ras wt beads, Bodipy-FL-GTP binding, flow cytometry; actives lie on both sides. P01112. actives 0.14% (n = 190,000);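 active means GTP binding activity at least 20% away from the 100% baseline, either lowered as inhibitor or raised as activator; inconclusive means flagged as likely green fluorescent, judged across all proteins in the well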;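 further: 0% = unlabeled GTP competition control and 100% = no-compound control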
# Target sequence (P01112 whole entry, looked up): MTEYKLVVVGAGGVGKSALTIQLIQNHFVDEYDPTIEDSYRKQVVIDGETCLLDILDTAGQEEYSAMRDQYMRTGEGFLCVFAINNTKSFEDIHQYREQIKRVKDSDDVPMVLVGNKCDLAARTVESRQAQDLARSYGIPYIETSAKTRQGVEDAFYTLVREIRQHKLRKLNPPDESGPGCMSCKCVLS
# Cdc42 wt: human Cdc42 wildtype GTP binding change, either direction | GST-Cdc42 beads, Bodipy-GTP binding, flow cytometry; actives lie on both sides | percent activity (GTP binding), % at 10 µM | actives 0.2% (n = 190,000) | AID 761 | P60953;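 active means percent activity GTP binding at least 20 points away from the 100% baseline, either down as inhibitor or up as activator; inconclusive means compound flagged as likely green fluorescent from well-wide comparison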;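 further: median bead fluorescence of bound Bodipy-FL-GTP at 100 nM; 0% = excess unlabeled GTP control and 100% = no compound control; below 100% means less GTP binding so inhibitor and above means activator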
# Target sequence (P60953 whole entry, looked up): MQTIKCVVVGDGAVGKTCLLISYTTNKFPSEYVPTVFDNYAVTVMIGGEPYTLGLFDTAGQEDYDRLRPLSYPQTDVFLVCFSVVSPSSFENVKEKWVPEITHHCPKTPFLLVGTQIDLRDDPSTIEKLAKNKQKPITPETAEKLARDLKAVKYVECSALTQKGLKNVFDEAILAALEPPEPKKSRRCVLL
# Mcl1 Noxa PPI: disrupts binding of human Mcl-1 to Noxa peptide; TR-FRET Mcl-1/Noxa peptide binding, 2 h; inhibition, % at 21.7 µM; actives 1.5% (n = 220,000); Q07820;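 active means compounds that cut the protein-peptide binding signal by more than 50% relative to plate controls in a single-dose test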;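 further: His-tagged Mcl-1 with rhodamine Noxa BH3 peptide and terbium anti-His antibody; 0% = Mcl-1 plus Noxa peptide wells and 100% = peptide-only wells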
# Rab7 wt modul: dog Rab7 wildtype GTP binding, inhibitors and activators. GTP binding activity (percent of control), % at 10 µM. actives 0.055% (n = 190,000). GST-Rab7 beads, fluorescent GTP binding, flow cytometry; actives lie on both sides; untreated = 100%, excess cold GTP = 0%;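 active means fluorescent GTP binding to Rab7 beads changed by at least 20 points from the 100% baseline, either direction, mostly lower; inconclusive means compound itself probably fluorescent, or too few beads counted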;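 further: median green fluorescence of bound Bodipy-FL-GTP per Rab7 bead population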
# Pf gamet viab: kills late stage P. falciparum gametocytes; inhibition, % at 10.9 µM; P. falciparum stage V gametocytes, ATP luminescence, 24 h; actives 0.065% (n = 150,000); AID 743093;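 active means inhibition above the mean plus 3 SD of compounds within the control limits, set per campaign, cut at about 38% in these data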;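 further: 0% = DMSO wells and 100% = medium only without gametocytes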
# Rab2A wt mod: changes GTP binding to wildtype dog Rab2A, up or down; P61105; GST-Rab2 wt beads, Bodipy-GTP binding, flow cytometry; GTP binding activity, % at 10 µM; actives 0.19% (n = 190,000);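 active means GTP binding activity at least 20 points away from 100%, either lowered or raised; inconclusive means signal likely due to the compound's own green fluorescence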;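 further: 0% = beads with excess unlabeled GTP and 100% = no-compound control corrected for plate trend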
# The depositor's hits bear a star; ? = inconclusive; · = not tested or not shown; & = joins results of further samples.
# Every second line gives: Rac1 mut GTP	GSH bead fluor	Rac1 wt modul	Mcl1-Bid inh	Avidin bead fluor	HRas wt GTP bind	Cdc42 wt	Mcl1 Noxa PPI	Rab7 wt modul	Pf gamet viab	Rab2A wt mod
CC[N+]1(CC)CC2=Cc3ccccc3CC2C1 (stereo not given)
  94	15	97	-49	11	95	98	-30	98	3	96
CC(C)(C)CC(=O)Nc1nn[nH]n1
  98	8	103	-18	1	98	102	9	98	4	99
COc1cc(/C=N/NC(=O)c2cccc([N+](=O)[O-])c2)ccc1OCc1ccc(C)cc1
  97	13	101	15	30	102	101	20	106	-1	102
O=C(Nc1cccc(F)c1)N1CCCC(CNS(=O)(=O)Cc2ccccc2)C1 (stereo not given)
  98	24	100	-36	10	98	95	7	98	-15	98
CCOc1ccc(NC(=O)/C=C/c2ccccc2)c([N+](=O)[O-])c1
  99	17	101	-24	8	100	100	22	100	·	100
O=C(/C=C/c1ccc(N2CCOCC2)cc1)c1ccccc1
  94	22	95	-42	10	95	96	-36	96	-6	97
NS(=O)(=O)c1ccc(NC(=O)c2ccc(CNS(=O)(=O)c3cc(C(F)(F)F)ccc3Cl)cc2)cc1
  95	23	97	14	5	97	96	0	105	3	100
Cc1ccc(-n2c(=O)cc(N3CCC(C)CC3)[nH]c2=O)cc1
  97	15	101	-20	7	102	100	-6	104	·	102
COc1ccc(NC(=O)Nc2ccc(Br)cn2)cc1OC
  100	35	103	-10	5	102	106	35	100	2	102
c1ccc(Oc2nc3ccccc3n3cccc23)cc1
  98	13	100	67*	8	99	98	8	103	·	100
CCOC(=O)CSc1nc(C)c2ccc(C)cc2n1
  98	21	100	-6	13	97	99	-11	97	·	98
O=C(O)c1cccc(NS(=O)(=O)c2ccc(Cl)c(C(=O)O)c2)c1
  99	47	105	-2	33	103	102	2	104	0	100
CNC(=O)c1ccsc1NC(=O)c1ccc(S(=O)(=O)N2CCOCC2)cc1
  98	8	100	-5	5	98	98	3	96	26	96
CCc1nnc(NC(=O)CSc2nnc3ncccn23)s1
  99	35	99	-9	10	101	100	19	101	·	101
COc1ccccc1OCCNC(=O)C1CCCCC1
  96	17	94	-16	10	94	95	11	96	·	92
Cc1cc[n+](CC(=O)c2ccc3c(c2)OCCO3)cc1
  99	10	107	-9	12	101	106	19	99	·	101
CCOC(=O)CCC(=O)N(CCN(C(=O)CCC(=O)OCC)c1ccccc1)c1ccccc1
  101	10	103	-1	2	102	100	-6	105	4	102
CC1CCN(S(=O)(=O)c2cn(CC(=O)N3CC(C)CC(C)C3)c(=O)c3ccccc23)CC1 (stereo not given)
  99	27	110	1	12	103	104	9	99	·	102
CN1c2ccccc2C(C)(C)C12CC(c1ccc(Cl)c(S(=O)(=O)N3CCCC3)c1)=NO2 (stereo not given)
  99	4	102	-34	12	101	100	18	94	·	99
COc1ccc(S(=O)(=O)Nc2cc(C(=O)NCCC(C)C)ccc2N2CCOCC2)cc1
  100	15	104	15	32	104	103	8	98	·	102
NS(=O)(=O)c1ccc(NC(=O)/C=C/c2ccccc2Cl)cc1
  97	24	99	4	9	97	97	5	103	7	98
CN1CCC(=NNC(=O)C(=O)Nc2ccccc2)CC1
  94	34	101	-21	15	101	104	2	101	·	99
CC(C)Nc1ncnc2ccc(Br)cc12
  97	19	105	-10	4	97	98	-2	98	·	99
O=C(/C=C/c1ncc(C(F)(F)F)cc1Cl)OCc1ccccc1
  93	55	96	3	7	95	96	-2	94	·	91
O=C1COc2cccnc2N1
  102	75	105	-7&3	11&9	99	103	-2&-7	97	-6	99
CCOC(=O)N1CCN(C(=O)C2CCN(Cc3cccc(OCc4ccccc4)c3)CC2)CC1
  102	8	108	30	6	104	103	42	99	-7	101
CC(=O)NCCC(=O)Nc1ccc(C)c(F)c1
  97	30	103	-13	10	96	96	13	101	·	99
Cc1nnc(SCc2cnc(-c3ccc(C(C)C)cc3)s2)n1C
  96	35	100	6	5	99	97	11	97	-1	96
Cc1cc(C)cc(NC(=O)N2CCCC2C(=O)Nc2ccc(-n3cnnn3)c(C)c2)c1 (stereo not given)
  98	31	99	-4	9	103	99	15	102	·	101
O=C(O)c1cccc(CSc2ncccn2)c1
  94	34	96	-30	14	101	97	14	100	·	98

# Going on with the list:
canonical_smiles	Rac1 mut GTP	GSH bead fluor	Rac1 wt modul	Mcl1-Bid inh	Avidin bead fluor	HRas wt GTP bind	Cdc42 wt	Mcl1 Noxa PPI	Rab7 wt modul	Pf gamet viab	Rab2A wt mod
CC(=O)c1c(OC(=O)c2ccccc2)c2ccccc2n1C	96	8	95	4	29	96	94	-6	91	·	94
CCCc1ccc(OCCNC(=O)CC)cc1	100	32	102	-9	9	97	100	38	100	33	98
CCCCC(=O)OCc1cn(-c2ccc(Cl)cc2)nn1	93	8	94	-19	27	92	93	9	89	-3	92
Cc1ccc(CNC(=O)C(=O)NCC2OCCN2S(=O)(=O)c2ccc3c(c2)OCCO3)cc1 (stereo not given)	98	16	102	3	3	100	99	3	97	·	99
COc1ccc(N2CCN(CC(=O)Nc3c(C)cc(C)cc3C)CC2)cc1	102	27	104	-12	9	101	100	-1	101	-8	97
Cc1cc(C)c2cc(C#N)c(SCC(=O)NCc3ccco3)nc2c1	91	16	85	-17	28	90	89	8	90	4	89
COc1cccc(NC(=O)c2ccc(NCCCN3CC(C)CC(C)C3)c([N+](=O)[O-])c2)c1 (stereo not given)	98	16	99	-15	12	97	96	-26	97	8	98
CC12CCC(C(=O)NCc3ccc4c(c3)OCO4)(OC1=O)C2(C)C (stereo not given)	97	12	100	-22	12	101	99	0	104	-12	101
C=C(C)CC(Nc1ccc(OC)cc1)c1ccco1 (stereo not given)	95	11	97	-50	9	96	94	11	100	12	96
CCOC(=O)N1CCN(S(=O)(=O)c2ccc(C(=O)NNc3nc4cc(C)cc(C)c4s3)cc2)CC1	96	16	102	-29	6	99	96	-37	101	·	100
Cc1cc(C(=O)NCC(C)C)c2ccccc2n1	?	29	?	-27	14	?	?	-26	?	·	?
COc1ccc2cc(CN(CC3CCCO3)C(=S)Nc3ccccc3)c(=O)[nH]c2c1 (stereo not given)	99	11	97	-33	11	96	98	1	93	-14	96
Cc1cc(NC(=O)c2noc3c2CCc2ccccc2-3)no1	99	12	103	67*	6	97	104	41	95	·	97
O=C(CN(CC1CCCO1)C(=O)CNS(=O)(=O)c1ccccc1)NCc1ccco1 (stereo not given)	94	14	98	-25	9	98	97	-8	100	3	100
c1ccc(CSc2ccc3nnc(-c4ccccn4)n3n2)cc1	92	9	89	-63	5	90	90	6	91	·	92
CNC(=S)N(CCc1c(C)[nH]c2ccccc12)Cc1cc(OC)c(OC)c(OC)c1	98	18	105	-19	·	99	104	-1	95	·	100
CC(C)c1ccc(N2CCN(C(=O)c3ccccc3NC(=O)/C=C\C(=O)O)CC2)cc1	96	3	98	-29	7	98	100	7	96	0	95
COc1ccc2cc(C(=O)C3CCCN(C(=O)c4csnn4)C3)ccc2c1 (stereo not given)	93	15	98	-33	12	98	98	13	103	14	100
CN1C(=O)N(c2cccc3ccccc23)C(n2cncn2)C1(C)C (stereo not given)	100	32	109	2	6	102	107	27	99	·	101
O=C(C1CCN(Cc2ccc(F)cc2)CC1)N1CCN(C/C=C/c2ccccc2)CC1	97	15	101	31	6	99	98	24	99	-20	97
Cc1ccc2c(c1)nnn2C1CCN(CC(=O)N2CCN(c3ccc(F)cc3)CC2)CC1	100	13	101	-24	9	98	102	25	96	·	101
N#C/C(C(=O)NCc1ccco1)=C1/SC(Cc2ccc(F)cc2)C(=O)N1c1ccccc1 (stereo not given)	98	16	103	-26	10	106	105	17	100	-6	103
Cc1nc(N)c(C#N)c(-c2ccccc2Cl)c1C	99	9	99	-3	15	100	101	8	97	·	100
Cc1ccc(-c2nnc(SCC(=O)N3CCOCC3)nc2-c2ccc(C)cc2)cc1	104	61	102	5	14	104	103	-30	99	·	105

# Profiles from above. Screens in order: Rac1 mut GTP	GSH bead fluor	Rac1 wt modul	Mcl1-Bid inh	Avidin bead fluor	HRas wt GTP bind	Cdc42 wt	Mcl1 Noxa PPI	Rab7 wt modul	Pf gamet viab	Rab2A wt mod
# CN1C(=O)N(c2cccc3ccccc23)C(n2cncn2)C1(C)C (stereo not given) is listed with 100	32	109	2	6	102	107	27	99	·	101
# O=C(C1CCN(Cc2ccc(F)cc2)CC1)N1CCN(C/C=C/c2ccccc2)CC1 is listed with 97	15	101	31	6	99	98	24	99	-20	97
# COc1ccc2cc(C(=O)C3CCCN(C(=O)c4csnn4)C3)ccc2c1 (stereo not given) is listed with 93	15	98	-33	12	98	98	13	103	14	100
# Cc1ccc2c(c1)nnn2C1CCN(CC(=O)N2CCN(c3ccc(F)cc3)CC2)CC1 is listed with 100	13	101	-24	9	98	102	25	96	·	101

# (list continues)
canonical_smiles	Rac1 mut GTP	GSH bead fluor	Rac1 wt modul	Mcl1-Bid inh	Avidin bead fluor	HRas wt GTP bind	Cdc42 wt	Mcl1 Noxa PPI	Rab7 wt modul	Pf gamet viab	Rab2A wt mod
COC(=O)C1CCN(C2CC(=O)N(c3cc(C)cc(C)c3)C2=O)CC1 (stereo not given)	95	13	95	-16	9	96	96	8	93	-13	95
O=C(Nc1ccc(Oc2ccccc2)cc1)C1CCCN(c2ncccn2)C1 (stereo not given)	103	63	108	18	6	100	104	9	97	8	100
CCCCn1c(SCC(=O)c2ccc(O)c(O)c2)nc2ccsc2c1=O	96	12	101	-11	9	99	100	55*	99	·	96
CCCC(C)c1nnc(NC(=O)CS(=O)(=O)Cc2ccccc2)s1 (stereo not given)	97	11	100	17	15	100	103	13	98	·	99
